# Bioassay records: PubChem BioAssay, several laboratories
# SUMO1-SIM PPI: modulators of SUMO1 protein-protein interactions, primary screen, biochemical, uHTS; SUMO1 binding to a labelled peptide, TR-FRET, 1 h; 360,000 tested, 0.33% active; inhibition, % at 20 µM; Small ubiquitin-related modifier 1 (Homo sapiens), P63165; in the data active = inhibition above about 37%
# Target sequence (P63165 whole entry, looked up): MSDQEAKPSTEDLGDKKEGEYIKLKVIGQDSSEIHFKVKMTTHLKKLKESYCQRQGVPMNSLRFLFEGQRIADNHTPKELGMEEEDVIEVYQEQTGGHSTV
# CSN inh: inhibitors of CSN-mediated cullin deneddylation, primary screen, biochemical, fluorescence polarization, uHTS. COP9 signalosome complex subunit 5 (Homo sapiens), Q92905. Purified CSN, SCF-Nedd8-OG deneddylation. inhibition, % at 12.5 µM. 360,000 tested, 0.38% active. AID 651999, 2013;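 active = pattern-corrected inhibition above about 35%, with an unprinted fluorescence ratio check between 0.5 and 1.5, limit read from the data, passing the limit was not always enough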;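 note: 0% = enzyme with substrate and 100% = substrate without enzyme; some results filed as inactive read as strong as hits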
#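 Assay system: purified human Csn5 enzyme expressed in HEK293T cells; Input: 0.24 nM Csn5 enzyme, final concentration; Reagent: 10 nM SCFSkp2-Nedd8OG; Compound dosing: 12.5 µM single point; Times: reaction 90 min, room temperature; Technique: fluorescence polarization readout.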
# DNMT1 inh: human DNMT1 methyltransferase inhibitors, primary screen, biochemical, molecular beacon, fluorescence, HinP1I cleavage, uHTS | inhibition (reported as % activation of signal), % at 10 µM | 360,000 tested, 0.83% active | DNA (cytosine-5)-methyltransferase 1 (Homo sapiens), P26358; in the data active = inhibition above about 50%
# Rpn11 inh: Rpn11 (PSMD14) deubiquitinase inhibitors, primary screen, biochemical, fluorescence polarization, uHTS | human 26S proteasome, Ub4-pepOG fluorescence polarization; 20S core pre-blocked with epoxomicin | calls only at 20 µM | 360,000 tested, 0.59% active | AID 588493, 2011;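 active = inhibition at 20 µM, scaled to each plate's controls, above about 33%, limit read from the data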
# LMPTP block: LMPTP phosphatase inhibitors, primary screen, biochemical, fluorescence intensity, uHTS. recombinant LMPTP-A, OMFP fluorogenic substrate. 360,000 tested, 0.22% active. inhibition, % at 20 µM. Low molecular weight phosphotyrosine protein phosphatase (Homo sapiens), P24666;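 active = compounds that cut the enzyme signal by at least half of the control window in the single-dose screen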;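 note: plate controls were DMSO wells with enzyme plus substrate for no effect and substrate without enzyme for full effect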
# Target sequence (P24666 whole entry, looked up): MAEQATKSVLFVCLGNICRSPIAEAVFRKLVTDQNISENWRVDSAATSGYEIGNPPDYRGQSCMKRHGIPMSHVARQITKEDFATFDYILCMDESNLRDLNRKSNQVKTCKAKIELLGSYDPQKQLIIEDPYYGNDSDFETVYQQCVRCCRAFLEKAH
#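 Material: LMPTP-A; amount: 0.625 nM enzyme; doses: single 20 µM dose; times: reaction 50 min, room temperature, dark; technique: fluorescence intensity of OMFP turnover product; benchmarks: no-enzyme and uninhibited controls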
# STEP inh: STEP phosphatase inhibitors, primary screen, biochemical, fluorescence intensity, uHTS; Tyrosine-protein phosphatase non-receptor type 5 (Homo sapiens), P54829; recombinant STEP, OMFP fluorogenic substrate; inhibition, % at 20 µM; 360,000 tested, 0.25% active; AID 588621, 2011;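 active = inhibition at 20 µM, scaled per plate between control wells, above about 37%, limit read from the data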;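 note: 0% = DMSO with enzyme and substrate and 100% = substrate only without enzyme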
# Target sequence (P54829 whole entry, looked up): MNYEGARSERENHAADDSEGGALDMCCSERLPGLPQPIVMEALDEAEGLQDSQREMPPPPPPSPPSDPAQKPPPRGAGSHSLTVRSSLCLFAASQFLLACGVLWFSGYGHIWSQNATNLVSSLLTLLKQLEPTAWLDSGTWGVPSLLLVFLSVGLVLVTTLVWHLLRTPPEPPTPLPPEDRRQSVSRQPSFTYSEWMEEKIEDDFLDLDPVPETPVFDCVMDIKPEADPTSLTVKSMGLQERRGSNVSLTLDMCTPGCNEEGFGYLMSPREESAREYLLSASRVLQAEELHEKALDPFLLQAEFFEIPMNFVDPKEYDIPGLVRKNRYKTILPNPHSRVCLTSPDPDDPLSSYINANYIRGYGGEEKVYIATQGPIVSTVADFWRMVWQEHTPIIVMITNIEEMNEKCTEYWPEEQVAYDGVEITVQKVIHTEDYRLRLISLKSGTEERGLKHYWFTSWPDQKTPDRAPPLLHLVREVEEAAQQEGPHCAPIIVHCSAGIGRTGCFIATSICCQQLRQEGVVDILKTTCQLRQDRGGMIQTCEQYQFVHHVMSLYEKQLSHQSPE
#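 System: isolated STEP enzyme; schedule: 20 min enzyme reaction at room temperature, protected from light; medium: Bis-Tris buffer pH 6.0, 2.5 mM DTT, 0.005% Tween 20; signal: fluorescence, 480/540 nm; dosing: single compound dose of 20 µM, 1% DMSO final; also added: OMFP substrate, 25 µM final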
# Scp1 inh: Scp-1 phosphatase inhibitors, primary screen, biochemical, colorimetric, uHTS; AID 493091, 2011; inhibition, % at 20 µM; Recombinant Scp1, phosphopeptide, malachite green phosphate absorbance; 340,000 tested, 0.88% active; Carboxy-terminal domain RNA polymerase II polypeptide A small phosphatase 1 (Homo …;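 active = inhibition above about 50% at 20 µM, limit read from the data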;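 note: plate controls were DMSO wells with enzyme for no effect and wells lacking enzyme for full effect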
# Target sequence (Q9GZU7 76-261 limits assumed): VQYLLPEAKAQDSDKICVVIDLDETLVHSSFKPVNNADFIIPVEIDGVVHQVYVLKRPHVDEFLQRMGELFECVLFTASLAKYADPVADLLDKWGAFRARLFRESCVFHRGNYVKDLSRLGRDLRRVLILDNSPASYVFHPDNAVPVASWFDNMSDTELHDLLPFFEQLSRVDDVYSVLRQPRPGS
#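 Test system: SCP-1 catalytic domain; Buffer or medium: Acidic Tris acetate buffer with magnesium and detergent; Also added: Phosphorylated 17-residue peptide substrate; Compound: single 20 µM dose, 1% DMSO; Schedule: enzyme reaction 45 min at room temperature, colour 5 min, stabilisation 30 min; Signal: Phosphate-binding colour reagent, absorbance read at 630 nm.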
# NadD inh: inhibitors of S. aureus NadD, primary screen, biochemical, colorimetric, uHTS | purified NadD enzyme, colorimetric absorbance read-out | inhibition, % at 20 µM | 360,000 tested, 0.78% active; in the data active = inhibition above about 26%; note: some compounds past the cut are filed as inactive
# MsrA inhibitor: bovine MsrA enzyme inhibitors, primary screen, biochemical, absorbance, HTS; Methionine sulfoxide reductase A (Bos taurus); purified bovine MsrA, absorbance read-out; inhibition, % at 15.5 µM; 360,000 tested, 0.75% active; in the data active = inhibition above about 4.5%;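 note: 0% = vehicle wells with enzyme and 100% = reference inhibitor wells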
# Tb MetRS inh: T. brucei MetRS inhibitors, primary screen, biochemical, luminescence; inhibition, % at 11.9 µM; methionyl-tRNA synthetase (Trypanosoma brucei brucei); AID 624268, 2012; purified T. brucei MetRS, ATP depletion, Kinase-Glo luminescence; 360,000 tested, 0.4% active;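 active = inhibition above a per-plate cutoff of the control wells' mean inhibition plus 3 SD, cut at about 5.5% in these data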;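 note: 0% = DMSO wells median and 100% = median of wells with control inhibitor compound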
#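 Assay system: T. brucei methionyl-tRNA synthetase, purified | Medium: HEPES buffer with MgCl2, KCl, DTT, spermine, BSA, pyrophosphatase | Compound: 11.9 µM single point | Incubation: 15 min enzyme-compound preincubation, 2 h reaction, 10 min detection, 25 °C | Measured by: Kinase-Glo luciferase luminescence reporting remaining unconsumed ATP | Measure: % inhibition normalized to control-well medians | Replication: Singlicate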
# An asterisk follows results filed as active; i = inactive; / = no result given.
SMILES,SUMO1-SIM PPI,CSN inh,DNMT1 inh,Rpn11 inh,LMPTP block,STEP inh,Scp1 inh,NadD inh,MsrA inhibitor,Tb MetRS inh
CC(NS(=O)(=O)c1ccc2c(c1)CC(=O)N2C)c1ccccc1 (centres undefined),-5,0,-4,i,-0.2,0,-1,5,-1.6,-0.1
CC1CCCC(NC(=O)c2cccc(S(=O)(=O)N3CCCCC3)c2)C1C (centres undefined),7,2,-1,i,1.5,2,0,-2,-1.8,-0.1
O=C(Nc1ccc2oc(-c3cccnc3)nc2c1)c1cc2ccccc2o1,4,2,-16,i,3.4,-1,2,4,0.5,-0.8
CCc1ccccc1NC(=O)C1CCN(S(C)(=O)=O)CC1,0,1,-3,i,-1.0,2,-11,4,-1.1,0.3
CC(C)N=C1NN=C(c2cccs2)C(CC(=O)O)S1 (centres undefined),-4,2,-3,i,0.5,0,-7,-4,2.5,-0.8
COC(=O)C1=C(C)N(c2cc(Cl)cc(Cl)c2)C(=O)C1,1,-3,2,i,-0.6,0,-4,-4,-0.5,-0.4
O=C(NCCCn1ccnc1)c1csc2ccccc12,3,-2,1,i,0.2,-3,-8,-2,0.2,-0.3
Cc1c(C(=O)N2CCCCC2)c(S(=O)(=O)N2CCC(C)CC2)c(C)n1C,1,4,1,i,-1.0,1,5,-13,0.0,-0.1
NC(Cc1c[nH]c2ccccc12)C(=O)NCc1ccccc1 (centres undefined),2,2,-4,i,3.3,0,-5,-3,0.1,-0.2
CSc1ccc(CN2CCC2(C)C(=O)NCc2ccccc2Br)cc1 (centres undefined),-1,-3,7,i,2.7,1,/,4,-1.0,0.2
O=C(O)CC1(CC(=O)NCc2cc(F)cc3c2OCOC3)CCCCC1,1,3,3,i,-1.6,-2,-7,-9,0.1,0.0
O=C1NC(c2ccc3c(c2)OCO3)Oc2ccccc21 (centres undefined),16,1,3,i,-0.7,-2,0,0,0.4,-0.9
COC(=O)c1ccc(/C=N/NC(=O)C2CC(=O)N(c3ccc(OC)cc3)C2)cc1 (centres undefined),-12,-2,1,i,-0.8,0,11,2,0.7,0.3
c1ccc(-c2ccc(-n3ccnc3)cc2)cc1,4,2,-1,i,0.4,1,-4,6,0.5,0.2
O=C(Nc1ccc(S(=O)(=O)NCC2CCCO2)cc1)c1cccc(F)c1 (centres undefined),3,0,2,i,-0.7,-1,-1,-4,0.1,-0.2

# Three entries from above, as tab-separated lines.
SMILES	SUMO1-SIM PPI	CSN inh	DNMT1 inh	Rpn11 inh	LMPTP block	STEP inh	Scp1 inh	NadD inh	MsrA inhibitor	Tb MetRS inh
CC(C)N=C1NN=C(c2cccs2)C(CC(=O)O)S1 (centres undefined)	-4	2	-3	i	0.5	0	-7	-4	2.5	-0.8
COC(=O)C1=C(C)N(c2cc(Cl)cc(Cl)c2)C(=O)C1	1	-3	2	i	-0.6	0	-4	-4	-0.5	-0.4
O=C(NCCCn1ccnc1)c1csc2ccccc12	3	-2	1	i	0.2	-3	-8	-2	0.2	-0.3

# Record cards (already shown):
# `c1ccc(-c2ccc(-n3ccnc3)cc2)cc1` in the list: SUMO1-SIM PPI = 4; CSN inh = 2; DNMT1 inh = -1; Rpn11 inh = i; LMPTP block = 0.4; STEP inh = 1; Scp1 inh = -4; NadD inh = 6; MsrA inhibitor = 0.5; Tb MetRS inh = 0.2
# `O=C1NC(c2ccc3c(c2)OCO3)Oc2ccccc21` (centres undefined) in the list: SUMO1-SIM PPI = 16; CSN inh = 1; DNMT1 inh = 3; Rpn11 inh = i; LMPTP block = -0.7; STEP inh = -2; Scp1 inh = 0; NadD inh = 0; MsrA inhibitor = 0.4; Tb MetRS inh = -0.9

# Following part.
SMILES,SUMO1-SIM PPI,CSN inh,DNMT1 inh,Rpn11 inh,LMPTP block,STEP inh,Scp1 inh,NadD inh,MsrA inhibitor,Tb MetRS inh
COC(=O)c1c(N)c(C#N)c(C)n1-c1ccccc1,1,-1,-1,i,0.8,-1,-6,-1,-0.1,-0.4
CC(C)CNC(=O)c1cc(=O)[nH]c2ccc(S(=O)(=O)Nc3ccc(F)cc3)cc12,3,1,2,i,0.5,0,-10,0,2.2,0.2
CC(C)C1C(=O)N(Cc2cn(CCC3OCCCO3)nn2)CCS(=O)(=O)N1Cc1ccc(-c2ccc(Cl)nc2)cc1 (centres undefined),4,6,-2,i,1.1,1,/,-4,1.5,1.3
O=C(c1ccncc1)N1CCN(CCc2ccccc2)CC1,-1,0,0,i,-1.8,-1,-2,-6,-0.3,-0.4
Cc1cccc(C2(c3cccc(C)c3)CC2C(=O)Nc2ccc([N+](=O)[O-])cc2O)c1 (centres undefined),-5,2,5,i,2.6,-4,-11,30*,1.4,-0.1
CCOC(=O)N1CCC(N2CCCC(C(=O)c3cc(F)ccc3OC)C2)CC1 (centres undefined),-2,0,1,i,-2.2,-3,2,-1,-1.0,-1.1
CC1CCN(CCC(=O)N2CCCc3c2c(=O)oc2ccc(O)cc32)CC1,0,-2,0,i,1.2,-2,-7,3,2.8,-0.8
Cc1noc(C(=O)Nc2cccnc2)c1Cl,2,-1,1,i,-0.2,1,-10,-1,-0.1,-0.5
Cn1c(=O)c2sccc2n(Cc2ccc(Br)cc2)c1=O,0,1,0,i,-0.4,-2,-9,2,0.1,0.0
COc1ccc(S(=O)(=O)Nc2ccccc2C(=O)N2CCOCC2)cc1Br,0,-2,2,i,-0.2,0,-5,-2,-0.3,-0.1
COc1cccc(NC(=O)c2ccc(OC(F)(F)F)cc2)c1,3,2,0,i,2.0,0,-6,-5,-1.6,0.1
CNc1ncnc2c1ncn2-c1ccccc1,-2,3,5,i,-3.6,-2,-10,-1,-0.3,-0.2
Cc1ccccc1NC(=O)COC(=O)CNC(=O)c1sc2ccccc2c1Cl,-14,3,-5,i,1.4,-1,-10,-9,-0.3,0.1
O=C(CCC(=O)Nc1ccc(Cl)cc1Cl)NNC(=O)[C@@H]1CCCC[C@@H]1C(=O)O,1,-11,-2,i,-0.6,-5,-5,-3,-0.1,0.1
NC(=O)c1ccsc1NC(=O)COC(=O)c1ccccn1,14,3,2,i,7.8,1,16,6,-0.5,-0.3
O=Cc1cccc(Oc2ncccn2)c1,0,-1,-1,i,-1.5,-1,-7,0,0.0,0.2
Cc1cc(C)c(OCC(O)CN2CCN(c3ccccn3)CC2)c(C)c1 (centres undefined),5,3,-1,i,-2.1,-2,-4,0,-0.6,-0.6
CN(C)CCN1C(=O)c2ccccc2C1=O,1,-3,0,i,-2.0,-2,-2,-7,0.1,-0.2
O=C(CN(CC1CCCO1)C(=O)CNS(=O)(=O)c1ccc(F)cc1)NC1CCCCC1 (centres undefined),5,0,3,i,-1.0,-3,1,-5,-1.0,-0.5
O=C(c1ccc(S(=O)(=O)Nc2ccccc2F)cc1)N1CCCC1,4,-2,1,i,-0.2,1,-5,-3,-1.5,-0.3
COc1ccc(-n2nc(C(=O)NCC(=O)N3CCN(c4ccccn4)CC3)c3ccccc3c2=O)cc1,-12,3,1,i,0.1,0,-4,1,1.5,0.0
Cc1ccccc1CC1SC(N)=NC1=O (centres undefined),-1,1,10,i,0.0,-2,-5,-1,0.2,-0.3
Cc1cc(C)n2c(SCC(=O)Nc3ccc(F)cc3)nnc2n1,-1,-1,2,i,-1.7,0,-2,-8,0.2,0.0
O=C(c1ccc2ccccc2c1)N1CCOCC1,-4,-5,0,i,-0.2,0,-3,-1,0.3,-0.2
CCN(CC)S(=O)(=O)c1cc(C(=O)Nc2cc(Cl)ccc2N2CCN(C)CC2)ccc1Cl,1,-1,-6,i,0.7,1,5,4,0.4,-1.8
COc1ccc(CCC(=O)OCC(=O)NCc2ccccc2)cc1,5,6,5,i,-0.6,-3,-10,0,0.0,-0.1
COc1ccc(S(=O)(=O)N2CCOCC2)cc1NC(=O)CN1CCN(C)CC1,-2,0,-1,i,0.2,-2,-8,-3,-0.7,-0.6
Cc1cc(C(=O)CSc2nnc(-c3ccccc3)n2Cc2ccc3c(c2)OCO3)c(C)n1C,2,5,-4,i,-1.6,0,-1,5,0.3,0.1
O=C(NC1CCCCC1)C(c1ccc(F)cc1)N(CCCN1CCOCC1)C(=O)c1ccc(CN2CCOCC2)o1 (centres undefined),-1,5,-3,i,0.0,1,-3,-6,0.2,-0.1
N#CC1=C(N)N(c2ccccc2Sc2ccccc2)C(=O)C1,2,5,-5,i,0.3,-6,25,10,0.2,-1.5
CCc1ccc(Nc2cnn(C34CC5CC(CC(CC(=O)O)(C5)C3)C4)c(=O)c2Cl)cc1,-14,-4,5,i,-0.4,1,3,16,4.0,0.1
CSC(=S)N/N=C/c1ccc(Br)cc1,2,1,-4,i,-0.5,4,-1,2,1.9,-0.4
CC(=O)c1ccc(N2CCN(C(=O)CCCn3c(=O)[nH]c4ccsc4c3=O)CC2)cc1,2,-6,2,i,5.8,-2,-1,-4,3.0,7.3*
CC(C)CC1NC(=O)c2cc3ccccc3cc2-n2c1nc1cc(Cl)ccc1c2=O (centres undefined),-6,-2,-10,i,-4.1,-3,/,20,0.0,-0.8
COc1ccc(N(CC(=O)N/N=C/c2ccc(OC)cc2OC)S(=O)(=O)c2ccccc2)cc1,-2,3,-6,i,2.3,0,-9,5,0.7,-0.5
Cc1cc(C)c(S(C)(=O)=O)c(NN)n1,0,-14,-1,i,-1.5,2,-6,-4,-0.7,-0.5
Cc1cc(C)c(C)c(S(=O)(=O)N2CCC(C(=O)NC3=NCCS3)CC2)c1C,0,-4,-3,i,1.5,1,8,-4,-0.1,-0.5
Cn1nc(C(F)(F)F)c(-c2ccc(F)cc2)c1NC(=O)CSCC(=O)O,-3,7,0,i,-2.0,-2,-7,-4,0.8,-1.2
O=C(Cn1cnc2ccccc21)N/N=C/c1ccc([N+](=O)[O-])cc1,-25,8,0,i,1.4,1,-3,-2,2.1,-0.5
